Hsp70 displacement = Hsp70 inhibitors, probe displacement, primary screen, biochemical, fluorescence polarization (AID 583); Hsp70 fluorescence polarization probe displacement, mP; higher % means a stronger effect; displacement, % at 20 µM, or IC50 in µM where a hit was titrated; 140,000 tested, 0.06% active; in the data active = displacement above about 50%;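 note: plate controls were vehicle for no effect and reference ligand for full effect; a part of the inactive calls stands beside numbers as strong as those of hits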
MKP-3 inhibition = inhibition of rat DUSP6 enzyme activity – biochemical, in vitro, primary screen (AID 425); recombinant MKP-3 phosphatase activity, fluorescence; higher % means a stronger effect; inhibition, % at 20 µM, or IC50 in µM where a hit was titrated; 110,000 tested, 0.17% active; in the data active = inhibition above about 50%;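 note: plate controls were vehicle for no effect and reference inhibitor for full effect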
An asterisk follows results filed as active; x = no result given; & = joins results of further samples.

Values run as follows: Hsp70 displacement, MKP-3 inhibition
CCOc1ccc(C(=O)Nc2cccc(-c3nc4cc(C)c(C)cc4o3)c2)cc1
 : 0.9%, -0.8%
COc1ccc(N(CC(=O)Nc2cc(C)on2)S(=O)(=O)c2cc(C)ccc2C)cc1
 : -2.5%, -8.9%
COC(=O)c1cc(NC(=O)c2ccc3c(c2)OCCO3)cc(C(=O)OC)c1
 : -4.2%, 2.2%
CCN1C(=O)/C(=C/c2c(OC)ccc3ccccc23)C(=O)NC1=S
 : -2.7%, 1.2%
COc1ccc(CCNC(=O)c2nnn(CC(=O)Nc3ccccc3C)c2N)cc1OC
 : 2.7%, 8.9%
CCOC(=O)C1=C(C)N=c2s/c(=C\c3cccc([N+](=O)[O-])c3)c(=O)n2C1c1ccc(C)cc1 (configuration not stated)
 : -4.9%, 0.5%
C=CCNS(=O)(=O)c1ccccc1[N+](=O)[O-]
 : -0.1%, 0.2%
CC1(c2ccc(Cl)cc2)NC(=O)N(CC(=O)NC(=O)NCc2ccco2)C1=O (configuration not stated)
 : 2.6%, 1.4%
CCOC(=O)N1CCC(NC(=O)CSc2cc(=O)n(C)c3ccccc23)CC1
 : 4.4%, 0.2%
CCC(=O)Nc1nc(C)c(C(=O)NC2CCCCC2)s1
 : -0.7%, x
Cn1c(CNc2ccc(Cl)cc2)nnc1SCCN1CCCCC1
 : 4.5%, x
Cc1ccc(N(C(C)C(=O)Nc2ccccc2C(=O)N2CCOCC2)S(C)(=O)=O)cc1C (configuration not stated)
 : 2.4%, -13.4%
O=C(CN1CCCC1)N1c2ccccc2Sc2ccc(C(F)(F)F)cc21
 : -1.6%, x
Cc1ccc(NC(=O)c2ccc(Cl)cc2Cl)c(C)c1
 : -3.6%, -3.6%
CCC(=O)N=C1SC2CS(=O)(=O)CC2N1c1cccc(OC)c1 (configuration not stated)
 : 0.7%, -6.3%
CCOc1ccc(N(CC(N)=O)S(=O)(=O)c2ccc(F)cc2)cc1
 : -0.3%, -9.1%
CC(=O)Nc1cccc(Oc2ccc3c(c2)C(=O)N(CCC(=O)O)C3=O)c1
 : 4.5%, 0.8%
COc1ccc2cc(CN(Cc3cccnc3)Cc3nnnn3Cc3ccccc3)c(=O)[nH]c2c1
 : -5.9%, -1.2%
COc1ccc(C2Nc3ccccc3C(=O)N2c2ccc(Cl)cc2)cc1Cn1nnc2ccccc21 (configuration not stated)
 : -0.7%, 5.2%
CCC1CCc2c(sc(NC(=O)CSc3nc(-c4ccco4)cc(C(F)(F)F)n3)c2C#N)C1 (configuration not stated)
 : -4.9%, x
Cc1nc2nc(CCc3ccccc3)nn2c(C)c1Cl
 : -1.0%, x
CN(C)c1ccc(NC(=O)c2cc(-c3ccccc3Cl)nc3ccccc23)cc1
 : 0.5%, -0.2%
COc1ccc(OCCCCCNCCO)cc1
 : -6.1%, 0.2%
C/C(=C\c1ccccc1)CN1CCN(c2ccccc2F)CC1
 : 3.6%, x
CN1CCN(C(=O)c2ccc3c(=O)n(Cc4ccco4)c(=S)[nH]c3c2)CC1
 : 5.9%, x
O=C(Nc1cc([N+](=O)[O-])ccc1Cl)C1CC2CCC1C2 (configuration not stated)
 : -3.2%, -1.7%
COc1cccc(OCCOc2ccc(/C=C3\C(=O)NN(c4ccccc4)C3=O)cc2)c1
 : -1.5%, 7.0%
Cc1noc(C)c1S(=O)(=O)N1CCC2(CC1)OCCO2
 : -2.2%, -8.0%
Cc1[nH]n(-c2ccccc2)c(=O)c1/C=N/NC(=O)CSCc1ccc(Cl)cc1
 : 4.4%, 6.0%
CCn1c(SCc2nc(-c3cccs3)no2)nnc1-c1c[nH]c2ccccc12
 : 3.9%, -7.2%
Nc1ccc(-c2nc3ccccc3[nH]2)cc1
 : 0.1%, 2.2%
Cc1ccc(C2NC(=O)NC(O)(C(F)(F)F)C2C(=O)c2ccc(Br)cc2)cc1 (configuration not stated)
 : -2.2%, 4.3%
CCn1c(=O)cc(SCC(=O)Nc2ccc3c(c2)OCCO3)c2ccccc21
 : -5.5%, 2.8%
O=C(COc1ccc(Br)cc1)N1CCc2ccccc2C1
 : 2.2%, 3.8%
CC(=O)CSc1nnc(Cc2ccc3c(c2)OCO3)o1
 : 8.9%, x
N/C(=N\OC(=O)C(c1ccccc1)c1ccccc1)c1ccncc1
 : -1.7%, 3.9%
CC1Cc2cc(/C(O)=C3\C(=O)C(=O)N(CCN4CCOCC4)C3c3ccccc3F)ccc2O1 (configuration not stated)
 : 2.4%, -3.9%
Cc1cc(C)c2cc(CN(Cc3ccc4c(c3)OCO4)Cc3nnnn3Cc3ccco3)c(=O)[nH]c2c1
 : -7.2%, 3.1%
Cc1cccc(-n2c(C)cc(/C=N/NC(=O)c3ccccn3)c2C)c1
 : -9.0%, 0.4%
O=C(CN(c1ccc2c(c1)OCCO2)S(=O)(=O)c1ccccc1)NCc1ccco1
 : -4.0%, 0.9%
COC(=O)CSc1nnc(-c2ccccn2)n1Cc1ccco1
 : x, 2.2%
Cc1ccc(-n2nc3c(c2NC(=O)c2ccc(Br)o2)CSC3)c(C)c1
 : 4.2%, 2.7%
CCOC(=O)C(C)c1c(C)[nH]c(=S)[nH]c1=O (configuration not stated)
 : 3.1%, x
Cc1sc2nc(SCC(=O)N(C)C)[nH]c(=O)c2c1C
 : 5.6%, -6.8%
CCCNC(=O)N1CCC(C(=O)c2ccc(Cl)cc2)CC1
 : 8.0%, x
CC1(C)SC2[C@H](NC(=O)C(NC(=O)N3CCNC3=O)c3ccccc3)C(=O)N2C1C(=O)O (some centres not stated)
 : 1.4%, -5.2%
CC(C)(C)N1C(=O)c2ccc(C(=O)c3ccc4c(c3)C(=O)N(C(C)(C)C)C4=O)cc2C1=O
 : -2.7%, -0.2%
Cc1cc(C)nc(/N=C(/N)Nc2ccc(N)cc2)n1
 : 4.1%, 6.3%
COc1cccc(Cn2c(-c3cccs3)noc2=O)c1
 : -0.5%, 0.1%
COc1cc(NS(=O)(=O)c2ccccc2)ccc1-n1nc(C)cc1C
 : 1.7%, -13.1%
O=C(c1ccc(Br)s1)N1CCN(c2ncccn2)CC1
 : 7.0%, -4.2%
O=C(Nc1nc2ccc3ccccc3c2s1)c1ccc(Cl)s1
 : -3.2%, 4.9%
NC(=O)N/N=C1\c2ccccc2-c2c(C(N)=O)cccc21
 : -1.3%, 0.5%
Cn1c(=O)c2c(ncn2CC(O)CO)n(C)c1=O (configuration not stated)
 : -0.2%, -4.0%
Cc1ccc(C(=O)N(C)c2ccccc2)cc1[N+](=O)[O-]
 : 1.2%, 0.3%
CSCCC(C(=O)O)N1C(=O)/C(=C\c2ccc(-c3ccc([N+](=O)[O-])cc3)o2)SC1=S (configuration not stated)
 : -17.7%, 8.2%
CC(=O)N1CCN(c2ccc(NC(=O)c3ccco3)cc2)CC1
 : 1.1%, 2.4%
COc1cccc(NC(=O)N2CCN(c3cccc(C)c3)C(C)C2)c1 (configuration not stated)
 : -0.3%, -1.9%
COc1ccc(F)cc1S(=O)(=O)Nc1ccc2c(c1)OCO2
 : 2.4%, -1.9%
CC(=O)Nc1nc2ccccc2n1CCOc1ccccc1Cl
 : 1.2%, -8.6%

(more compounds)
Structure,Hsp70 displacement,MKP-3 inhibition
COc1ccccc1CNC(=O)CCS(=O)(=O)c1ccc2c(c1)CCCN2C(C)=O,9.3%,0.7%
COc1ccc(OC(C)C(=O)Nc2ccc([N+](=O)[O-])cc2)cc1 (configuration not stated),-2.9%,1.3%
C=CCn1c(CNC(=O)c2ccco2)nnc1SCC(=O)Nc1cccc(Br)c1,10.2%,x
COc1nc(OCCNC(=O)Nc2ccccc2)nc(N(C)C)n1,-0.5%,-6.7%
CC1CC1C(=O)OCC(=O)NCc1ccccc1Cl (configuration not stated),-3.7%,-1.2%
CCOc1ccc(-c2c(C)sc(N)c2C(=O)OC)cc1,-4.9%,4.3%
CCCCCn1c(CNC(=O)COC)nc2ccccc21,-5.9%,6.9%
O=C1C(Cc2c[nH]c3ccccc23)NC(=S)N1c1ccccc1 (configuration not stated),-0.2%,3.2%
O=C1c2ccccc2C(=O)N1CCC(c1ccc(F)cc1)c1ccco1 (configuration not stated),4.5%,-14.7%
CC(C)CC(C(=O)O)n1c(O)c(C2=c3ccccc3=NC2=O)sc1=S (configuration not stated),0.6%,1.7%
CCN(Cc1ccccc1)C(c1ccc(Cl)cc1)c1nnnn1C(C)(C)C (configuration not stated),-1.9%,x
CCOC(=O)c1c(-c2cccs2)csc1NC(=O)c1ccc(F)cc1,3.4%,0.2%
CC(C)CN(CC(C)C)C(=O)CS(=O)(=O)Cc1ccccc1,-5.3%,-4.9%
CSc1ccc(C2NC(=O)c3ccccc3N2)cc1 (configuration not stated),1.7%,-1.2%
CCCNC(=O)NC1C(NC(=O)NCCC)N(C)C(=O)N1C (configuration not stated),2.4%,2.7%
Cc1cccc(N=C2NC(=O)/C(=C\c3ccc([N+](=O)[O-])cc3)S2)c1C,1.0%,4.4%
CC(C(=O)Nc1ccccn1)N1C(=O)C2C3C=CC(C3)C2C1=O (configuration not stated),-2.3%,-3.0%
O=C1/C(=C/c2ccc3c(c2)OCO3)SC(=S)N1Cc1ccco1,4.2%,-0.2%
Cc1ccc(S(=O)(=O)N(CC(=O)N2CCCCC2)c2cccc(C)c2)cc1,-0.8%,x
COc1ccccc1NC(=O)CSc1nnc(-c2ccccn2)n1Cc1ccco1,-0.8%,3.6%
CC1(C)CC(=O)C2=C(C1)N(Cc1ccccc1)C1=C(C(=O)CC(C)(C)C1)C2c1cccs1,1.7%,4.1%
Cn1nnnc1SCC(=O)Nc1ccc(Br)cc1Cl,-4.1%,-7.0%
Cc1ccc2cc(CN(Cc3ccc4c(c3)OCO4)Cc3nnnn3Cc3ccco3)c(=O)[nH]c2c1,-12.2%,-0.5%
CN(C)C(=S)c1ccc2ccccc2n1,x,-6.3%
CCc1ccccc1NC(=O)Cn1nc(C(F)(F)F)c2c1CCC2,0.5%,x
CCOC(=O)CNC(=O)CSc1nnnn1-c1ccc(C)c(C)c1,2.2%,-3.5%
COc1cc(C)c(Cl)cc1S(=O)(=O)n1cnc(C)c1,6.0%,x
CCOc1cc(C2NC(=S)NC(C)=C2C(=O)Nc2ccc(Cl)cc2)ccc1O (configuration not stated),-0.9%,2.8%
CCN(Cc1ccccc1)CC(O)COc1ccccc1 (configuration not stated),-1.5%,x
Cc1no[n+]([O-])c1COc1ccc(/C=C2\NC(=S)NC2=O)cc1,2.6%&-7.4%,4.3%
Cc1cccc(N2CCN(C(=O)C3CCCN(S(=O)(=O)c4cccc5cccnc45)C3)CC2)c1C (configuration not stated),-3.3%,-3.6%
O=C(Nc1nccs1)c1nc(-c2ccccc2)n(-c2ccccc2)n1,-6.2%,-3.9%
CC(=O)Nc1ccccc1NC(=O)c1ccccc1F,-2.1%,0.7%
N#Cc1nc(Cc2ccccc2)oc1N1CCN(c2cccc(Cl)c2)CC1,0.8%,-6.1%
CC1=NN(c2cccc(C(=O)O)c2)C(=O)/C1=C\c1ccc(-c2ccc([N+](=O)[O-])cc2)o1,1.7%,5.1%
Cc1ccc2cc(CCNC(=O)c3ccco3)c(=O)[nH]c2c1C,1.3%,-3.8%
COc1ccc(N2C(=O)C(O)=C(C(=O)/C=C/c3ccccc3)C2c2ccc(Cl)cc2)cc1 (configuration not stated),-2.9%,-3.5%
CCOCCCNC(=O)c1cn(C)c(=O)c2cc(OC)c(OC)cc12,0.9%,7.5%
O=C(CC1(O)C(=O)Nc2ccc(Br)cc21)c1ccc2ccccc2c1 (configuration not stated),0.0%,2.5%
COc1cc(C)c(CNc2ccc(OC)c(OC)c2)cc1C,1.4%,-15.7%
CCOC(=O)CSC1=C(C#N)C(c2ccco2)C(C(=O)Nc2cccc(C(F)(F)F)c2)=C(C)N1 (configuration not stated),-4.7%,14.1%
Cc1cccc(C)c1NC(=S)NC(=O)c1ccccc1,-1.2%,3.3%
Cc1cccc(N2C(=O)/C(=C/c3ccccc3[N+](=O)[O-])SC2=S)c1C,-1.6%,-0.2%
O=C(COC(=O)c1ccc(F)cc1)Nc1ccccc1N1CCOCC1,2.1%,x
COC(=O)c1ccc(CSc2nnc(CCCN3C(=O)c4cccc5cccc(c45)C3=O)n2-c2ccccc2)cc1,-5.9%,1.1%
COc1ccc(C2=C/C(=C\c3c(OC)ccc4ccccc34)C(=O)O2)c(OC)c1,-2.0%,1.8%
c1ccc(C2C3=C(CCCC3)Nc3ncnn32)cc1 (configuration not stated),2.5%,-16.1%
Clc1ccc(-c2nnc3cccc(Cl)n23)c(Cl)c1,2.5%,x

Source: PubChem (Sanford-Burnham Center for Chemical Genomics)

Not all compounds are listed; the hit share may differ from the screen's.
